# Compound activity as filed in PubChem BioAssay.
# PI4K2A block = qHTS for small molecular inhibitors of PI4K2A; activity change, negative = inhibition, % at 76.9 µM; AID 1346378, 2018; purified PI4K2A, ADP-Glo luminescence, 1 h; stronger effect = lower value; hit rate 0.13% among 420,000; Phosphatidylinositol 4-kinase type 2-alpha (Homo sapiens), Q9BTU6; in the data active means activity change below about -50%; inconclusive means mostly about -30% to -49%;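 further: -100% = wells without enzyme as full effect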
#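 Compounds are screened against recombinant PI4K2A using PI as substrate and ATP, the latter dispensed at 300 microM. Reactions run one hour at ambient temperature before ADP-Glo detection; full inhibition defined by wells lacking enzyme.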
# mIDH1 inhibitor = qHTS for Inhibitors of mutant isocitrate dehydrogenase 1 (IDH1): qHTS. Isocitrate dehydrogenase [NADP] cytoplasmic (Homo sapiens), O75874. IDH1-R132H enzyme, NADPH consumption, diaphorase/resazurin fluorescence. Potency, µM (titrated, usually from 76.6 µM), for inactives: at the highest dose activity change, negative = inhibition, hits mostly inhibitors. hit rate 0.093% among 390,000. AID 602179, 2012; further: potency means the concentration at half of the fitted maximal effect; on the % scale 0 is the no-effect control and ±100 the full control effect; nearly all actives have a fitted effect of over 65% in size
#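 IDH1-R132H (0.5 ug/mL) preincubated 30 min with compound, then NADPH (0.016 mM) and alpha-KG (2 mM) added; 80 min at RT, pH 7.5. Remaining NADPH coupled via diaphorase/resazurin to fluorescence (540/590 nm); concentration-response curves normalized to no-enzyme control.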
# LDHA inh = qHTS assay for inhibitors of human lactate dehydrogenase | L-lactate dehydrogenase A chain (Homo sapiens), P00338 | purified LDHA, NADH/diaphorase-resazurin fluorescence; stronger effect = lower value | activity change, % (values are at about 110 or 230 µM) | hit rate 0.15% among 480,000; in the data active means activity change below about -30%; inconclusive means mostly about -25% to -30%;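 further: plate controls were DMSO wells for no effect and wells without enzyme for full effect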
#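 Human LDH5 (2 nM) was incubated with 0.06 mM NADH and 0.2 mM pyruvate for 5 min at room temperature in Tris pH 7.4. Remaining NADH was coupled through diaphorase/resazurin, and resorufin fluorescence was read at 0 and 20 min.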
# TrxR1 substrate = qHTS Assay for Substrates of Mammalian Selenoprotein Thioredoxin Reductase 1 (TrxR1): qHTS; Potency, µM (titrated, usually from 114 µM), for inactives: at the top dose activity change, negative = substrate turnover; AID 588456, 2011; purified TrxR1 substrate turnover, NADPH consumption readout; hit rate 0.01% among 390,000; Thioredoxin reductase 1, cytoplasmic (Rattus norvegicus), O89049; further: potency means the concentration at half of the fitted maximal effect; on the % scale 0 is the no-effect control and ±100 the full control effect; nearly all actives have a fitted effect of over 50% in size
# Target sequence (O89049 whole entry, looked up): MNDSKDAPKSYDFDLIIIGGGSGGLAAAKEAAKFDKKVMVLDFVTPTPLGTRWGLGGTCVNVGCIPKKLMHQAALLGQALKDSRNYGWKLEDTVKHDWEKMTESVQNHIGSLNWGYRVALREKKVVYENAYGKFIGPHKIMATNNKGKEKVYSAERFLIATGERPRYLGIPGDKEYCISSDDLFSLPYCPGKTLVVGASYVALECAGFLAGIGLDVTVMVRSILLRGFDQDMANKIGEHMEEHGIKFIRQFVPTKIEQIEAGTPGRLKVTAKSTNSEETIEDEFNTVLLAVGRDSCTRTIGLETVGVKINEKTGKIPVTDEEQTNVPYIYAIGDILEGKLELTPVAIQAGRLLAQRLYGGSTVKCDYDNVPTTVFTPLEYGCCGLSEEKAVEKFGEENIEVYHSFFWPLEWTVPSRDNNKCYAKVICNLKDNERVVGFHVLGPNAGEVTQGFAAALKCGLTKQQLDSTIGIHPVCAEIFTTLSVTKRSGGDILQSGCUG
#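 Rat TrxR1, dispensed at 90 nM, was prereduced with 400 uM NADPH (final) for 5 min at ~22 deg C, then incubated with compound 15 min before 400 uM selenite. A first-read NADPH fluorescence drop versus no-compound background flagged substrates.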
# GRP78 ERSR act = qHTS for Inducers of the Endoplasmic Reticulum Stress Response (ERSR) in Human Glioma: qHTS; U87-MG GRP78 promoter luciferase reporter, 16 h; Potency, µM, without a hit: at the top dose activation, usual class: activators; hit rate 0.02% among 420,000; AID 602332, 2012; further: potency means the concentration at half of the fitted maximal effect; series mostly up to about 76 µM; % of control where 0% means no effect; nearly all actives have a fitted effect of over 35% in size
#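 ERSR induction read as luciferase luminescence (Bright-Glo, 10 min at room temperature) in stably transfected human U87-MG glioma cells exposed to compounds for 16 h, using GRP78 as sensor.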
# Vif-A3G inh = qHTS for Inhibitors of Vif-A3G Interactions: qHTS. HeLa A3G-eYFP + Vif (tagged APOBEC3G with the HIV-1 protein that degrades it), YFP fluorescence, overnight. Potency, µM (highest dose often 46.1 µM), without a hit: at the highest dose activity, negative = active, usual class: inhibitors. hit rate 0.076% among 410,000. AID 602310, 2012;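 further: potency means the concentration at half of the fitted maximal effect; on the % scale 0 is the no-effect control and ±100 the full control effect; nearly all actives have a fitted effect of over 60% in size; hits raise eYFP signal because A3G escapes Vif-driven loss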
# Target sequence (Q9HC16 whole entry, looked up): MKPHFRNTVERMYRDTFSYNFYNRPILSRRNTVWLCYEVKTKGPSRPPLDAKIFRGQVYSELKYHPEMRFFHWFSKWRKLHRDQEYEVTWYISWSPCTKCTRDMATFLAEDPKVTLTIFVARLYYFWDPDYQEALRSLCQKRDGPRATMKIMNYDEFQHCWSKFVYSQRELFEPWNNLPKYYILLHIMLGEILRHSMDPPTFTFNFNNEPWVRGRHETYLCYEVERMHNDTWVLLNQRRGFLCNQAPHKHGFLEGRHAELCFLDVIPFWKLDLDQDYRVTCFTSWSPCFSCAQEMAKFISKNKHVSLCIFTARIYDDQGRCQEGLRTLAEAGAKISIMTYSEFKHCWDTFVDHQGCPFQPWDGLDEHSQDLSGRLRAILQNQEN
#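 HeLa cells stably expressing Vif and C-terminally eYFP-tagged A3G, seeded overnight at 37 deg C, then exposed to compound by pintool overnight at 37 deg C. Rise in yellow fluorescence (Ex 488/Em 500-530, Acumen) marks blocked Vif-driven A3G degradation.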
# USP1 inh = Inhibitors of USP1/UAF1: Primary Screen; recombinant USP1/UAF1, Ub-Rhodamine cleavage fluorescence; Potency, µM (top dose mostly 57.1 µM), inactives show at the highest dose activity change, negative = inhibition, most hits filed as inhibitors; hit rate 0.23% among 390,000; AID 743255, 2014; further: potency means the concentration at half of the fitted maximal effect; on the % scale 0 is the no-effect control and ±100 the full control effect; nearly all actives have a fitted effect of over 60% in size; inactives centre near -12
#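 In this screen, compounds sit with the deubiquitinase complex (1nM) for 15 min at room temperature before Ub-Rho is added at 150nM final. Fluorescence rise is then followed for 6 reads every 60 seconds.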
# RXFP1 agonist = qHTS Assay for Agonists of the Relaxin Receptor RXFP1; Relaxin receptor 1 (Homo sapiens), Q9HBX9; HEK293T-RXFP1 cAMP TR-FRET, 30 min; response scale: percent of porcine relaxin response, buffer zero; Potency, µM (highest dose often 57.5 µM), without a hit: at the top dose activation, actives largely listed as activators; hit rate 0.3% among 370,000; further: potency means the concentration at half of the fitted maximal effect; on the % scale 0 is the no-effect control and ±100 the full control effect; nearly all actives have a fitted effect of over 60% in size; many of its hits are not listed in these tables
#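 HEK293T cells stably expressing RXFP1 were pretreated with the PDE4 inhibitor Ro 20174, exposed to compounds for 30 min at 37C, lysed, and cAMP was read by TR-FRET. Data normalized to buffer (basal) and 29 nM porcine relaxin (100%).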
# Vif-APOBEC3F blk = qHTS for Inhibitors of Vif-A3F Interactions: qHTS. HeLa A3F-eYFP + Vif (tagged APOBEC3F with the HIV-1 protein that degrades it), YFP fluorescence increase. Potency, µM (titrated, usually from 46.1 µM), for inactives: at the highest dose activity, negative = active. hit rate 0.2% among 390,000. AID 602313, 2012; further: potency means the concentration at half of the fitted maximal effect; % of control where 0% means no effect; nearly all actives have a fitted effect of over 65% in size
#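 HeLa cells stably expressing Vif plus C-terminally eYFP-tagged A3F were seeded, incubated overnight at 37 deg C, dosed with compound, incubated overnight again at 37 deg C. Yellow fluorescence (Ex 488/Em 500-530) reported blocked Vif-mediated A3F-eYFP degradation.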
# An asterisk follows results filed as active; ? = inconclusive; . = not tested or not shown; & = joins results of further samples; [ ] = another dose, or the depositor's remark. Unless noted, the call rests on the fitted dose curve; in most records, active means well fitted curve in the direction sought with a large enough effect; inconclusive means small, poorly fitted or top-dose-only effect, or another doubt; inactive means no such curve, though single readings can be large; an effect the other way counts as inactive or inconclusive. Some of the compounds tested; count on the stated rates, not on these rows.
SMILES,PI4K2A block,mIDH1 inhibitor,LDHA inh,TrxR1 substrate,GRP78 ERSR act,Vif-A3G inh,USP1 inh,RXFP1 agonist,Vif-APOBEC3F blk
C=CCNC(=O)c1cc2c(C(F)(F)F)nn(C)c2s1,-3.2,-0.1%,-6.3,6.6%[57.1 µM],3.8%,-1.0%,-2.4%,-0.4%,5.3%
CN(CC(=O)Nc1ccccc1C(F)(F)F)C(=O)CC1OC(=O)c2ccccc21 (stereo not drawn),7.5,1.6%,-1.2,-10.8%,-1.7%,3.0%,-7.1%,-1.3%,-13.0%
O=C(Nc1ccc(Oc2ccccc2)cc1)C1CC1,-1.3,0.3%,-9.8,2.3%[57.1 µM],-1.7%,-6.4%,?,0.2%,0.4%
CCc1ccc(Sc2cc(C(=O)O)c3ccccc3n2)cc1,4.0,2.5%,-6.1,2.7%[57.1 µM],0.7%,-2.8%,-10.3%,?,-18.8%
COc1ccc(C(=O)OCn2nnc3ccccc3c2=O)cc1OC,-9.1,11.2%,-4.7,19.5%[57.1 µM],-3.4%,-0.9%,-7.3%,3.3%,-2.0%
NC(=O)C1CCN(CCC(=O)Nc2ccc3c(c2)CCC3)CC1,-0.2,0.0%,6.2,12.5%,-3.3%,-0.3%,-5.7%,0.5%,0.5%
O=c1[nH]n(-c2ccccc2)c(=O)c2ccccc12,4.5,1.6%,-15.2,-8.0%,5.1%,3.2%,-13.5%,3.4%,-12.2%
N#CC1=C(N)Oc2c(oc(CO)cc2=O)C1c1ccsc1 (stereo not drawn),-1.0,1.5%,15.1,-6.4%,-2.3%,0.4%,-22.5%,-0.2%,7.5%
CCc1cc(C(=O)N(CC)CC(=O)Nc2ccc(OC)cc2)sc1C,-3.7,4.3%,0.6,-2.2%,0.5%,-5.8%,-5.5%,-1.9%,-13.9%
Clc1ccc(-c2nc(N3CCOCC3)nc3ccccc23)cc1,1.3,2.9%,-4.9&-3.9,15.6%,-7.2%,0.1%,-2.6%,1.2%,-1.5%
CCc1ccc(NC(=O)CSc2nccn(-c3ccc4c(c3)OCCO4)c2=O)cc1,-5.1,8.7%,0.1,19.0%,-3.5%,-5.5%,-18.7%,5.5%,-8.4%
CCOC(=O)c1sc(NC(=O)CCSC)nc1C,-6.3,2.6%,3.4,1.9%[57.1 µM],7.1%,-10.3%,-4.5%,0.0%,0.1%
Cc1ccc(S(=O)(=O)c2cnc(SCC(=O)Nc3cc(C)cc(C)c3)nc2N)cc1,3.1,-0.4%,-12.9,-0.6%,-1.3%,4.5%,-9.8%,-0.2%,-3.6%
CC1(C)CC(=O)C2=C(C1)Oc1ncn3nc(-c4cccnc4)nc3c1C2c1ccccc1 (stereo not drawn),3.8,9.2%,-0.8,0.2%,-5.7%,-0.8%,-21.5%,2.7%,-10.1%
CC(C)OC(=O)CSc1nnc(Cc2ccccc2)n1CC1CCCO1 (stereo not drawn),4.0,10.8%,-7.4,1.1%,-5.1%,-0.7%,2.8%,1.4%,.
Ic1ccc(Nc2nc(NCCN3CCOCC3)nc(N3CCOCC3)n2)cc1,.,.,-10.5,-4.4%,1.8%,-0.9%,.,.,.
O=C(Nc1cccc([N+](=O)[O-])c1)c1ccn[nH]1,-2.0,6.9%,-3.5,7.7%[57.1 µM],2.5%,0.6%,-0.7%,-0.5%,8.3%
CCc1ccc(-n2nc(C)c3c(C)cc(=O)n(Cc4nc(-c5ccccc5)oc4C)c32)cc1,2.1,13.9%,5.7,3.4%[57.1 µM],-1.9%,-0.3%,-27.7%,-1.1%,0.8%
COc1ccccc1NS(=O)(=O)c1ccc(C)c(C(=O)NCCCN2CCCC2=O)c1,1.8,6.3%,-5.5,0.4%[57.1 µM],-1.0%,2.5%,-3.0%,-0.1%,7.4%
COc1ccc(CCNC(=O)C(=O)c2cn(CC(=O)N3CCCC3)c3ccccc23)cc1,6.8,11.8%,-1.7,.,-2.9%,0.9%,-21.4%,.,-3.5%
COc1ccc(NC(=O)CN2CCN(S(=O)(=O)c3ccc(Br)cc3)CC2)cc1,2.2,0.8%,7.0,-5.5%[57.1 µM],1.5%,0.4%,-0.1%,0.6%,-9.5%
O=S(=O)(c1cccs1)n1cnc2ccccc21,-6.0,2.4%,-4.1,-0.6%,-2.1%,0.8%,-23.3%,1.5%,3.5%
O=C(Nc1ccc2c(c1)CCCN2C(=O)c1ccco1)c1cc([N+](=O)[O-])ccc1Cl,0.8,0.5%,-11.7,-4.9%,-1.1%,-0.6%,-10.1%,0.1%,2.7%
COc1ccc(S(=O)(=O)Cc2ccc(C(=O)NC(C)C)o2)cc1,-0.1,-1.2%,-10.5,10.0%[57.1 µM],-1.3%,-4.2%,-16.1%,8.3%,-0.5%
Cc1c(Cl)cccc1N(CC(=O)NC1CCCCC1)S(C)(=O)=O,2.1,-5.4%,-7.0,-12.2%,-6.5%,1.3%,-5.0%,-0.3%,.
CC1(C)CC(=O)C2=C(C1)OC(=O)CC2c1cccs1 (stereo not drawn),7.8,6.8%,-3.1,-0.6%,3.1%,0.5%,-12.0%,-4.0%,2.8%
CC(=O)Nc1ccc(C(=O)N2CCCCC2c2cc(C(=O)Nc3cccc4c3CCCC4)no2)cc1 (stereo not drawn),0.3,.,-3.1,.,-4.2%,-27.8%,.,.,.
CCc1cccc(C)c1NC(=O)CCCN1C(=O)CN(C)C1=O,-4.2,0.9%,-6.1,-8.0%,2.0%,-2.3%,-24.3%,-0.5%,5.6%
Cn1c(C(=O)OCC(=O)NCc2ccco2)cc2sccc21,-10.3,-0.4%,-2.3,2.4%,-1.7%,-17.4%,-12.7%,0.5%,-3.5%
COc1ccc(S(=O)(=O)N2CC(C)N(C(=O)N(C)C)C2C(C)C)cc1 (stereo not drawn),-3.1,-2.5%,-4.4,-3.5%,-3.5%,0.4%,-5.1%,0.9%,0.0%
Cc1cc(C)cc(C(=O)Oc2cc(C)[nH]c(=O)c2[N+](=O)[O-])c1,-2.9,-2.5%,1.6,0.8%,-4.0%,-0.7%,-20.3%,2.7%,8.2%
Cc1cc(C)cc(N(CC(=O)NCc2ccc(F)cc2)C(=O)c2snc(C(N)=O)c2N)c1,0.0,1.7%,-1.8,52.7%[activator],-2.2%,-5.2%,-3.4%,1.7%,9.9%
O=C(NCc1cccnc1)C1CC(c2ccccc2Cl)=NO1 (stereo not drawn),-1.9,4.1%,-3.3,1.3%[57.1 µM],-2.7%,-9.0%,-10.0%,2.6%,-15.8%
O=C(N[C@@H](Cc1ccccc1)C(=O)OCc1ccccc1)c1nc[nH]c1C(=O)N1CCN(c2ccccc2)CC1,4.0,10.1%,-5.4,-7.5%,-10.1%,-0.7%,-2.2%,1.8%,-7.0%
COc1cc(NC(=O)c2sc3ncn(CC(=O)N4CCCCC4C)c(=O)c3c2C)cc(OC)c1OC (stereo not drawn),3.6,-2.0%,-2.2,.,-1.0%,-1.1%,?,.,1.6%
Cc1nc2scc(-c3cccs3)c2c(=O)[nH]1,5.2,0.3%,-4.9,9.7%,-4.8%,0.5%,-17.2%,-0.8%,-1.0%
CCn1c(COc2cccc3cccnc23)nnc1SCC(=O)OC,1.6,9.7%,4.2&1.7,13.0%,17.3%,3.7%,-19.4%,1.5%,-1.9%
O=C(NNC(=S)Nc1ccc(Cl)cc1Cl)c1ccc(N2CCOCC2)c([N+](=O)[O-])c1,-3.7,5.4%,-14.8,-5.4%,-4.4%,0.0%,-18.0%,0.0%,0.6%
Cc1cccc(N2CCN(C(=O)c3ccc(Cl)c(S(=O)(=O)NCc4ccco4)c3)CC2)c1C,2.3,13.5%,-13.5,1.5%[57.1 µM],-4.7%,-12.1%,2.3%,0.5%,0.6%
CCN(CC)S(=O)(=O)c1ccc(Oc2ccccc2)c(N)c1,3.6,0.8%,-2.5,1.2%,-1.3%,9.5%,-6.1%,2.1%,4.8%
CCN(CC)S(=O)(=O)c1ccc(N(C)C)c(NC(=O)CSCc2c(C)noc2C)c1,-6.6,0.2%,-4.2,-6.9%,-2.9%,-1.6%,-6.4%,0.2%,-2.3%
S=c1[nH]nc(-c2ccccc2)o1,-6.7,1.0%,4.9,8.4%,-0.7%,0.0%,-21.5%,?,0.8%
O=C(O)c1cc(-c2cccc([N+](=O)[O-])c2)nc2ccccc12,0.9,4.8%,0.0,-2.0%,-2.4%,0.4%,-19.3%,0.2%,-8.0%
Cc1cc(C)n2nc(SCC(=O)NC3CCCCC3)nc2n1,-3.9,-5.6%,-0.3,1.9%,-0.8%,-0.1%,-23.5%,13.3%,11.6%
